Bioassay records deposited in PubChem BioAssay by several laboratories.
TMEM16A inh – inhibitors of mouse TMEM16A calcium-activated chloride channel. Q8BHY3. HEK293 TMEM16A/YFP iodide influx fluorescence, ionomycin. normalized B-score (activity score, 25-100; higher = stronger inhibition) at 10 µM. hit rate 1.2% among 310,000;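 active means ratio plate-corrected score three or more library SD toward inhibition, starting fluorescence score within five deviations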;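 further: score derived from kinetic fluorescence span divided by baseline fluorescence per well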
KCNK3 block – human KCNK3 channel inhibition, primary screen; O14649; CHO-KCNK3 thallium flux, FluxOR fluorescence; active compounds read low; B-score at 10 µM; hit rate 0.84% among 340,000;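 active means B-score under library mean minus 4 SD, starting fluorescence ratio at most library mean plus 5 SD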;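 further: more negative B-score means stronger inhibition of thallium flux through KCNK3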
KCNK9 inh – blocks the human KCNK9 two-pore domain potassium channel. AID 488922. B-score at 10 µM. hit rate 1.2% among 310,000. HEK293 KCNK9, FluxOR thallium flux fluorescence; active compounds read low;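 active means ratio B-score over 3 SD below the library mean, with starting fluorescence within 5 SD of its mean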;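 further: negative B-score means less thallium flux so channel inhibition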
RGS4 pot – RGS4 potentiation or activation. HEK293 M3R/inducible RGS4, carbachol calcium flux Fluo4; active compounds read low. B-score at 10 µM. hit rate 0.92% among 310,000. AID 463111;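 active means B-score of the integrated calcium signal more than 4 SD below the library mean, with starting fluorescence not abnormally high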;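 further: negative B-score means reduced calcium response which marks RGS4 activation or potentiation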
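Reagent: ECmax carbachol challenge; Test system: M3R-expressing HEK293 line, RGS4 induced by doxycycline; Schedule: overnight RGS4 induction, 30 min dye load 37 °C, 20 min compound RT; Detection: calcium dye Fluo4 fluorescence; Read-out: Agonist-evoked peak-minus-minimum fluorescence over baseline, integrated ratio, B score.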
hERG rescue – compounds protecting human hERG from proarrhythmic drug block. Q12809. CHO-hERG, FluxOR thallium flux, dofetilide IC70 present. activation (rescue from dofetilide block), less the hit threshold, % at 10 µM. hit rate 0.51% among 310,000. AID 1511;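 active means activation above the mean of controls blocked by dofetilide plus 5 SD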;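 further: thallium influx through hERG after potassium depolarization seen as dye fluorescence rise; in these data hits start at about 4.7%; inactives centre near -7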
Target sequence (Q12809 whole entry, looked up): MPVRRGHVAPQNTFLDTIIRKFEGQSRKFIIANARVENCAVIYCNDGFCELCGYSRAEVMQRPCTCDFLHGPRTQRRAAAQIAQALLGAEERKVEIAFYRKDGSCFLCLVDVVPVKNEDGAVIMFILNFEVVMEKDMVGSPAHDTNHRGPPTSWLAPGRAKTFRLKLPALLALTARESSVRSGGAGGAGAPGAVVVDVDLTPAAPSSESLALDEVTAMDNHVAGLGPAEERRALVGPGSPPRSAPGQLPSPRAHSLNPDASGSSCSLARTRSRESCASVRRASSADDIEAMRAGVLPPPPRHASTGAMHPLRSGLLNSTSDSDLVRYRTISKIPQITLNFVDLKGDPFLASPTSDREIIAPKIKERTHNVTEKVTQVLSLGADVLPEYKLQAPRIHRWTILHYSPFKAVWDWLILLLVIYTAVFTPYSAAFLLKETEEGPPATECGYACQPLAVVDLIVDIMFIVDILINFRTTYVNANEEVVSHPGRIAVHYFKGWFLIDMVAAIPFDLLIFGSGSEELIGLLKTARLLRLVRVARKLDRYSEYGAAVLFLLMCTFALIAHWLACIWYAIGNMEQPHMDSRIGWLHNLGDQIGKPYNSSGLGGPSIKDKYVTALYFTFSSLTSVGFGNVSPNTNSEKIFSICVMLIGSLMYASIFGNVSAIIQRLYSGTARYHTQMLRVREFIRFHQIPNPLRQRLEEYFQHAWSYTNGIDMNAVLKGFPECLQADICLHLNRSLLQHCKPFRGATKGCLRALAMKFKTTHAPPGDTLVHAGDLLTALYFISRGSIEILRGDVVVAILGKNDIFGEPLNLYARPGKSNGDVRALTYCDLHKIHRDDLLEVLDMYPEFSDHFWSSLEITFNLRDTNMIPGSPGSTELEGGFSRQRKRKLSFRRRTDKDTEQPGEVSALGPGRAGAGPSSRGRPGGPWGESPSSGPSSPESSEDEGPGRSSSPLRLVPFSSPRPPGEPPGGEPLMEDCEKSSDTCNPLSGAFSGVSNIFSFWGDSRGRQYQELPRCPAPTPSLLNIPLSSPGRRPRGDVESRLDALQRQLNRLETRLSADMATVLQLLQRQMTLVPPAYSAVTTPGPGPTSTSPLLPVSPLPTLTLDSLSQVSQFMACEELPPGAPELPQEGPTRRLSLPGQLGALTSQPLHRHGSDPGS
HDAC3 inh – blocks human histone deacetylase 3; O15379; recombinant HDAC3, fluorogenic peptide/trypsin coupled, fluorescence; inhibition, % at 8.3 µM; hit rate 0.15% among 320,000; in the data active means inhibition above about 26%, passing the limit was not always enough; inconclusive means no clear call, values can overlap the other calls
SKKanGAS inh – blocks kanamycin growth of S. pyogenes SKKanGAS strain. BacTiter-Glo, 6 h. inhibition, % at 7.5 µM. hit rate 1.3% among 300,000. AID 1662;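 active means mean replicate score, as percent of positive control median, at least 50; inconclusive means mean below 50 but one replicate at or above 50; inactive means mean and every replicate below 50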;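 further: strain carries kanamycin resistance gene driven by streptokinase promoter and grows in 40 µg/ml kanamycin; loss of luminescence reflects streptokinase promoter inhibition or plain growth inhibition; 0% = median of DMSO wells and 100% = positive control at its reference dose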
KCNQ1 block – blocks the human KCNQ1 potassium channel. hit rate 1.3% among 310,000. P51787. AID 2642. CHO-K1 KCNQ1, FluxOR thallium flux fluorescence; active compounds read high. B-score at 10 µM;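 active means compounds whose thallium flux B-score, printed positive for inhibition, exceeds three library SD while starting fluorescence stays within three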;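 further: channel opened by potassium depolarization with thallium stimulus after 20 min compound exposure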
KCNQ1 act – potentiates or activates the human KCNQ1 potassium channel; P51787; CHO-K1 KCNQ1, thallium flux FluxOR fluorescence; active compounds read high; B-score at 10 µM; hit rate 0.35% among 310,000;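 active means fluorescence ratio B-score, a plate-corrected score, at least three library SD, with initial intensity B-score within 5 SD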
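System: Stable KCNQ1 CHO-K1 line | Incubation: 90 min dye loading and 20 min compound exposure, both at room temperature | Measure: Ratio B score | Medium: Assay buffer for compound exposure, DMSO matched across wells | Compound dosing: Single-concentration screen | Probe or stimulus: K+/Tl+ depolarizing stimulus | Measured by: Kinetic FluxOR fluorescence, 10 s baseline plus 110 s post-stimulus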
RGS4 inh – human RGS4 inhibition | HEK293 M3R/RGS4 inducible, Fluo-4 calcium flux; active compounds read high; triggered by carbachol at its EC20 | P49798 | hit rate 0.45% among 310,000 | B-score at 10 µM | AID 463165;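 active means B-score, a plate-corrected calcium signal, over three deviations above library mean, with baseline fluorescence within five deviations of library mean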;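 further: RGS4 expression induced by doxycycline in cells with stable M3 receptor; B-score is computed from the integrated fluorescence ratio over baseline after carbachol; higher B-score means a larger calcium signal and so more RGS4 inhibition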
TMEM16A act – activators or potentiators of mouse TMEM16A chloride channel | HEK293 TMEM16A/YFP-H148Q/I152L, iodide quench fluorescence; active compounds read low | B-score at 10 µM | hit rate 0.3% among 340,000 | AID 623877;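 active means fluorescence-ratio B-score plate-corrected deviation score at least 3 library SD below zero, with starting fluorescence score within 5 deviations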;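 further: channel opened by trigger with iodide after compound preincubation; score built on the fluorescence ratio of max minus min over baseline; more negative score means more quench and so TMEM16A activation or potentiation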
* hit, by the source's call; i = inactive; ? = inconclusive; . = no result given.

SMILES	TMEM16A inh	KCNK3 block	KCNK9 inh	RGS4 pot	hERG rescue	HDAC3 inh	SKKanGAS inh	KCNQ1 block	KCNQ1 act	RGS4 inh	TMEM16A act
c1ccc2c(c1)oc1c(NCCN3CCOCC3)ncnc12	i	i	i	i	-14	6	3	i	i	i	i
COc1ccc(N2CC(C(=O)Nc3nnc(C4CCCCC4)s3)CC2=O)cc1 (configuration not stated)	i	i	i	i	-13	-3	6	i	i	i	i
COc1ccc(CC2(CO)CCN(Cc3cccn3-c3ccccn3)CC2)cc1	i	i	i	i	-23	1	8	i	i	i	i
COc1cc2c(=O)n(CCC(=O)NCC3CCCO3)c(=O)n(CC(=O)Nc3ccc(F)cc3)c2cc1OC (configuration not stated)	i	i	i	i	-3	7	-7	i	i	i	i
C=C(C)COc1ccc(-c2[nH]ncc2Oc2ccccc2OC)c(O)c1	i	i	i	i	-8	-4	29	i	i	i	i
CCCCn1c(=O)n(Cc2cccc(F)c2)c(=O)c2c1ncn2Cc1ccco1	i	-10*	i	i	-7	0	12	i	i	i	i
CN(C)c1ccc(/C=C/C(=O)c2ccc(C(C)(C)C)cc2)cc1[N+](=O)[O-]	i	i	i	i	1	3	6	i	i	i	i
CC1=C(C#N)C(NC(=O)c2cccc(Cl)c2)(C(F)(F)F)C(=O)N1 (configuration not stated)	i	i	i	i	-8	6	-5	i	i	i	i
O=C(Nc1cnn(Cc2ccc(Cl)c(Cl)c2)c1)c1nc2ncccn2n1	i	i	i	i	-7	-1	-2	i	i	i	i
CN(/N=C/c1ccc(O)cc1O)c1nc(-c2ccccc2)cc(-c2ccccc2)n1	i	i	i	i	-4	-5	71*	i	i	i	i
CCCCn1c(SCC(=O)N2CCCCC2)nc2cc(S(N)(=O)=O)ccc21	i	i	i	i	-8	3	2	i	i	i	i
O=C(c1cccs1)N1CCN(S(=O)(=O)Cc2ccccc2)CC1	i	i	i	i	-7	6	4	i	i	i	i
COc1ccc(NC(=O)C(C)N(c2ccc(C)cc2)S(C)(=O)=O)cc1 (configuration not stated)	i	i	i	i	-6	0	-3	i	i	i	i
Cc1nc2sc(C(c3ccc(Cl)cc3)N3CC(C)OC(C)C3)c(O)n2n1 (configuration not stated)	i	i	i	i	1	-1	4	i	i	i	.
COc1cc(CN(C)CCc2ccccc2)ccc1OCc1ccccc1	i	i	i	i	-17	5	4	i	i	i	i
C=CCOc1c(CNc2ncn[nH]2)cccc1OCC	i	i	i	i	-4	9	0	i	i	i	i
COc1ccc(/C=C(/C#N)S(=O)(=O)c2ccc(C)cc2)cc1	i	i	i	i	-3	5	9	i	i	i	i
Cc1ccc(NS(=O)(=O)c2cccc(C(=O)N/N=C/c3c(C)nn(-c4ccccc4)c3N3CCCC3)c2)c(C)c1	i	i	i	i	-4	0	19	i	i	i	i
O=C(/C=C/c1cccs1)Nc1nncs1	i	i	i	i	-7	1	0	i	i	i	i
O=C(N=C1N=C2C=CC=CN2Cc2ccccc21)c1ccc(S(=O)(=O)N2CCCC2)cc1	i	i	i	i	-13	7	3	i	i	i	i
CN(C(=O)CC1C(=O)NCCN1Cc1ccc(F)cc1Cl)C1CCCCC1 (configuration not stated)	i	i	i	i	-8	2	-2	i	i	i	i
CC1CCCCN1C(=O)CN1CCC(c2nc3ccc(Cl)cc3[nH]2)CC1 (configuration not stated)	i	i	i	i	-2	-5	-7	i	i	i	i
CCOC(=O)c1cc(N)cc([N+](=O)[O-])c1	i	i	i	i	-4	0	3	i	i	i	i
CN(C(=O)CCCN1C(=O)c2cccc3cccc(c23)C1=O)c1ccccc1	i	i	i	i	-10	-3	-3	i	i	i	i
O=C(O)c1ccccc1-c1ccccc1C(=O)NCc1cccc(C(F)(F)F)c1	i	i	i	i	-10	6	-13	i	i	i	i
Carrying on.
SMILES	TMEM16A inh	KCNK3 block	KCNK9 inh	RGS4 pot	hERG rescue	HDAC3 inh	SKKanGAS inh	KCNQ1 block	KCNQ1 act	RGS4 inh	TMEM16A act
Cc1cc(C)c(OCC(=O)Nc2ccc(S(=O)(=O)N3CCOCC3)cc2)c(C)c1	i	i	i	i	-9	-4	5	i	i	i	i
CC(C)(C)C(=O)Nc1ccc(Sc2ccc([N+](=O)[O-])cc2)cc1	i	i	i	i	-7	.	-14	i	i	i	i
COc1cccc(NC(=O)CN(c2ccc([N+](=O)[O-])cc2)S(=O)(=O)c2ccccc2)c1	i	i	i	i	-11	-3	3	i	i	i	i
CCOc1cc(NC(=S)NC)c(OCC)cc1NC(=O)c1ccco1	i	i	i	i	-6	0	-9	i	i	i	i
Cc1ccc2nc(Nc3nc(CSc4nnc(C)s4)cc(=O)[nH]3)nc(C)c2c1	i	i	i	i	-5	0	29	i	i	i	i
Clc1cccc(CN2CCCCCCC2)c1Cl	i	i	i	i	-3	-3	2	i	i	i	i
CC1CCN(c2c(NCc3ccc(C(=O)NCc4ccco4)cc3)c(=O)c2=O)CC1	i	i	i	i	-13	2	6	i	i	i	i
CN(CC(=O)Nc1cccc(F)c1)C(=O)C1CC(=O)N(Cc2ccccc2)C1 (configuration not stated)	i	i	i	i	-6	3	-6	i	i	i	i
COC(=O)NNC(=S)NCc1ccccc1	i	i	i	i	-9	-2	-9	i	i	i	i
Cc1ccc(/C=C2/Sc3ccc(C(=O)NCc4ccccn4)cc3NC2=O)cc1	i	i	i	i	-11	4	-1	i	i	i	i
O=C(COC(=O)/C=C/c1ccccc1)NNC(=O)c1ccc([N+](=O)[O-])cc1	i	i	i	i	-10	0	-5	i	i	i	i
CCn1c(SCC(=O)N/N=C(\C)c2ccncc2)nnc1-c1ccc(C)cc1	i	i	i	i	-4	0	4	i	i	i	i
COc1ccc(OC)c(S(=O)(=O)N2CCCC(C(=O)N3CCC(C(N)=O)CC3)C2)c1 (configuration not stated)	i	i	i	i	-12	-6	-7	i	i	i	i
Cc1cc(C)c(NC(=O)C2CCCN2C)c(C)c1 (configuration not stated)	i	i	i	i	-13	-9	-2	i	i	i	i
CNC(=O)/C(C#N)=C/c1c(F)cccc1Cl	i	i	i	i	-11	6	-8	i	i	i	i
Cc1ccc(OCc2nc(-c3ccccc3)no2)cc1	i	i	i	i	-7	4	-7	i	i	i	i
CN(c1ccccc1)S(=O)(=O)c1cccc2ccccc12	i	-10*	-9*	i	-6	-7	13	i	i	i	i
CCOC(=O)c1ccc(NC(=S)N2CCN(CCO)CC2)cc1	i	i	i	i	-4	-1	1	i	i	i	i
O=C(CS(=O)(=O)Nc1ccc(F)cc1Cl)Nc1ccc(F)cc1Cl	i	i	i	i	-6	0	-1	i	i	i	i
Cc1ccc(C)c(/C=N/NC(=S)NCCc2ccccc2)c1	100*	i	i	i	-8	0	54*	i	i	i	i
Oc1ccccc1CNc1ccc2c(c1)OCCO2	i	i	i	i	-13	2	11	i	i	i	i
CC1=C(C(=O)OC2CCCCC2)C(c2ccco2)C2=C(CC(C)(C)CC2=O)N1 (configuration not stated)	i	i	i	i	-12	7	-5	i	i	i	i
CCOc1ccc(/C=C/C(=O)c2ccccc2)cc1OC	i	i	i	i	-18	5	17	i	i	i	i
CCN(CC)C(=O)Oc1ccc(Cl)c2cccnc12	i	i	i	i	-10	.	-13	i	i	i	i
CCN(CC)c1ccc(/C=N/Nc2nc3ccccc3[nH]2)c(O)c1	i	i	i	i	-11	-6	94*	i	i	i	i
Further compounds follow:
SMILES	TMEM16A inh	KCNK3 block	KCNK9 inh	RGS4 pot	hERG rescue	HDAC3 inh	SKKanGAS inh	KCNQ1 block	KCNQ1 act	RGS4 inh	TMEM16A act
COCCCNC(=S)N(Cc1ccccc1)Cc1ccccc1	i	i	i	i	-9	-10	2	i	i	i	i
CCOP(=O)(OCC)/C(C#N)=C/c1ccc(-c2ccc(F)cc2F)o1	i	i	i	i	-3	2	3	i	i	i	i
Cc1ccc([N+](=O)[O-])cc1NC(=O)CN(C(=O)c1ccc(Cl)cc1)C1CCCCC1	i	i	i	i	-13	10	10	i	i	i	i
CCCOc1ccc(C2C3=C(Nc4nc(N)[nH]c(=O)c42)c2ccccc2C3=O)cc1 (configuration not stated)	i	i	i	i	-14	-2	23	i	i	i	i
CN(C)c1ccc(N2C(=O)CSC2=S)cc1	i	i	i	i	6.8*	-2	7	i	i	i	i
COc1ccc(CNc2nc(NCc3ccc(OC)cc3)n(C(C)=O)n2)cc1	i	i	i	i	2	.	-14	i	i	i	i
Cc1ccc2oc(C(=O)N(C)Cc3ccon3)c(C)c2c1	i	i	i	i	-8	1	1	i	i	i	i
Cc1cc(C)cc(C(=O)N2CCC(C(N)=O)CC2)c1	i	i	i	i	-7	6	-1	i	i	i	i
O=C(CN1CCC(NC(=O)C2CCCCC2)CC1)NCc1ccco1	i	i	i	i	-11	-6	-5	i	i	i	i
COc1ccc(CCC(=O)Nc2cccc(Cl)c2)cc1	i	i	i	i	-6	3	10	i	i	i	i
COc1cccc(C(=O)c2cc3ccc(O)cc3oc2=O)c1	i	i	i	i	-12	6	38	i	i	i	i
CCOC(=O)c1c(S(=O)(=O)N2CCCC(C(=O)Nc3cccc(C)n3)C2)c(C)n(C)c1C (configuration not stated)	i	i	i	i	-6	?	0	i	i	i	i
Cc1ccc(C(=O)NCC(=O)NCC(=O)OCc2ccc(F)cc2)cc1	i	i	i	i	-2	1	-2	i	i	i	i
Cc1nnc(NC(=O)CCn2c(=O)oc3ccc(Cl)cc32)s1	i	i	i	i	-3	-4	-1	i	i	i	i
Cc1cc(C)c(S(=O)(=O)N(C)CC(=O)NCc2ccccn2)c(C)c1	i	i	i	i	2	7	6	i	i	i	i
CC(C)NC(=O)C(=O)c1cn(C)c2ccccc12	i	i	i	i	-7	4	-5	i	i	i	i
COc1ccc(NC(=O)/C(Cl)=C(/Cl)S(=O)Cc2ccccc2)cn1 (configuration not stated)	i	i	i	i	-16	1	-21	i	i	27*	i
COc1ccc(CNC(=O)C2=CCN(S(=O)(=O)c3ccc(C)cc3)CC2)cc1	i	i	i	i	-8	-5	11	i	i	i	i
Cn1c(N)c(C(=O)c2ccc(Cl)cc2)c(=O)n(C)c1=O	i	i	i	i	-5	1	-4	i	i	i	i
N#Cc1cnn(Cc2ccccc2)c1/N=C/N1CCOCC1	i	i	i	i	-9	2	-3	i	i	i	i
